Cav3 T inh: human Cav3.2 channel inhibition, primary screen. O95180. Cav3.2-expressing cells, Fluo-4 calcium fluorescence FDSS; hits give low values. B-score at 10 µM. 100,000 compounds, 4% hits;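 active = single-dose well whose peak fluorescence ratio is a statistical outlier from its plate by either plate-standardised score or position-corrected B-score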
The depositor's hits bear a star. This is a subset; rates above refer to the full screens.

Preview, six compounds:
item	SMILES	Cav3 T inh
1	CC1(C)CC(=O)C=C(c2ccc3c(c2)OCO3)C1	-0.38
2	CCOc1ccc(-c2[nH]ncc2Oc2cccc(OC)c2)c(O)c1	-0.9
3	CCOc1ccc(N/C(=C(/C(Cl)=C(Cl)Cl)[N+](=O)[O-])n2cncn2)cc1	-1.7
4	COc1cccc(C(=O)N2CCN(Cc3cc(Br)ccc3OC)CC2)c1	-2.3
5	O=C(NCc1cn2ccsc2n1)Nc1ccc(Cl)cc1	-2
6	O=C(OCc1nnc(-c2ccccc2)o1)c1ccc2c(c1)OCCO2	-1.7

The list itself, from the first entry:
item	SMILES	Cav3 T inh
1	CC1(C)CC(=O)C=C(c2ccc3c(c2)OCO3)C1	-0.38
2	CCOc1ccc(-c2[nH]ncc2Oc2cccc(OC)c2)c(O)c1	-0.9
3	CCOc1ccc(N/C(=C(/C(Cl)=C(Cl)Cl)[N+](=O)[O-])n2cncn2)cc1	-1.7
4	COc1cccc(C(=O)N2CCN(Cc3cc(Br)ccc3OC)CC2)c1	-2.3
5	O=C(NCc1cn2ccsc2n1)Nc1ccc(Cl)cc1	-2
6	O=C(OCc1nnc(-c2ccccc2)o1)c1ccc2c(c1)OCCO2	-1.7
7	Cc1cc2c3nonc3ccc2n1C	-1.8
8	COc1nc(OCCNC(C)=O)nc(N(C)C)n1	1
9	O=C(NCCCN1CCN(CCCNC(=O)c2ccc(F)cc2)CC1)c1ccc(F)cc1	1.6
10	CN(C)S(=O)(=O)Oc1ccsc1C(=O)Nc1cccc(Cl)c1Cl	-2
11	CCOc1cccc2cc(C(=O)Nc3cc(C)on3)c(=O)oc12	-1.3
12	Cc1ccc(CCNC(=O)C2CCCN(S(=O)(=O)c3cccs3)C2)cc1 (configuration not stated)	3.2
13	O=C(NCc1ccco1)c1cc2sccc2n1Cc1ccccc1	-5.6*
14	CCOc1cc(/C=C2/NC(=O)N(CC(=O)Nc3cccc(C)c3)C2=O)ccc1O	-0.061
15	CCOc1ccc(-c2cc(CCCC(=O)NCc3cccnc3)no2)cc1	-0.13
16	Cc1ccc(S(=O)(=O)Oc2ccc3c(c2)O/C(=C\c2cccnc2)C3=O)cc1	-1.7
17	O=C(N/N=C\c1ccc(COc2ccc([N+](=O)[O-])cc2)o1)c1cccc(Cl)c1	-7.6*
18	COc1ccc(/C=N/NC(=O)c2cccc([N+](=O)[O-])c2)cc1OS(=O)(=O)c1ccc(C)cc1	-2.3
19	COc1cccc(Nc2cc(C)nc3nc(C)nn23)c1	0.027
20	Clc1ccc(C2=Nn3c(nnc3-c3cc(-c4ccccc4)n[nH]3)SC2)cc1	-4.1
21	Cc1ccc(SCCNC(=O)C(C)C)cc1	0.042
22	COc1cc(C2/C(=C(\O)c3cc(C)ccc3C)C(=O)C(=O)N2CCN(C)C)ccc1O (configuration not stated)	0.3
23	COC(=O)c1ccc(CSc2nc3sc4c(c3c(=O)n2C)CCCC4)o1	-1.5
24	COc1ccc(/C=C(/C(=O)c2ccc(Cl)cc2Cl)n2cncn2)cc1	-1.9
25	Cn1c(N)c(C(=O)CSc2nc(N)cc(=O)[nH]2)c(=O)n(C)c1=O	-0.015
26	COc1ccc(S(=O)(=O)N(CC(=O)N2CCN(C)CC2)C2CCCCC2)cc1OC	2.1
27	Cc1cc(C)c(NC2=NS(=O)(=O)c3ccccc32)c(C)c1	0.025
28	COc1ccc(OCC(=O)N2CCN(c3nnc(-c4ccccc4)c4ccccc34)CC2)cc1	-5.8*
29	Cc1ccc(C)c(OCCCCCn2ccnc2)c1	-0.75
30	Cc1nn(-c2ccccc2)c(C)c1/C=N/NC(=O)c1cc(C23CC4CC(CC(C4)C2)C3)[nH]n1	0.87
31	N#CCSc1nnc(Cc2cccc3ccccc23)n1C1CCCCC1	-5.7*
32	Cc1cc(C)c2[nH]c(=O)c(CN(CC3CCCO3)C(=O)C3CCCO3)cc2c1 (configuration not stated)	0.31
33	O=C(NCCn1cc(SCc2ccc(F)cc2)c2ccccc21)c1ccccc1F	-4.7*
34	FC(F)C(F)(F)C(F)(F)C(F)(F)c1cc(-c2ccccc2)n[nH]1	-1.8
35	Cc1nn2c(N3CCOCC3)c3c(nc2c1-c1ccccc1)CCCC3	2.7
36	c1ccc(NCc2cccnc2)cc1	-0.4
37	CCCSc1nc(-n2ncc(C#N)c2N)c2c3c(sc2n1)CCC(C)C3 (configuration not stated)	-2.8
38	CN1CCN(C(=O)CSc2nc(-c3cccs3)cc(-c3cccs3)c2C#N)CC1	-0.47
39	CCCC(=O)Nc1ccccc1NC(=O)CN(C)S(=O)(=O)c1ccccc1	0.31
40	COc1ccc(Cl)cc1N=Cc1c(O)cc(C)oc1=O	0.51
41	COc1ccc(CN(CC(=O)NCC2CCCO2)C(=O)CCC(=O)Nc2cc(C)ccn2)cc1 (configuration not stated)	0.79
42	O=c1c(-c2ccc(Br)cc2)coc2c(CN3CCOCC3)c(O)ccc12	-0.045
43	CCN1CCCC1CNC(=O)c1ccc(CS(=O)(=O)c2ccccc2C)o1 (configuration not stated)	0.88
44	Cc1cccc(-n2c(SCC(=O)Nc3nnc(C)s3)nnc2-c2ccoc2C)c1	-1.6
45	CCOC(=O)c1c(NC(=O)CSc2nnc(-c3ccccc3)n2CC)sc(C(C)=O)c1C	0.037
46	COCCOC(=O)c1c(C)oc2ccc(OC(=O)c3ccc4c(c3)OCO4)cc12	-0.69
47	O=[N+]([O-])c1cc(-c2csc(NCCc3nc4cc(C(F)(F)F)ccc4n3CCCO)n2)ccc1Cl	-0.81
48	O=C1CCCC(O)=C1C=Nc1ccc2c(c1)oc1ccccc12	-0.47
49	CC(=O)c1c(N2CCN(Cc3ccc4c(c3)OCO4)CC2)nc(=S)n(-c2ccccc2)c1C	0.21
50	NCCCNC(=O)c1cc2ccccc2[nH]1	0.017

Sorted by value in Cav3 T inh (rising): three from the list above
item	SMILES	Cav3 T inh
31	N#CCSc1nnc(Cc2cccc3ccccc23)n1C1CCCCC1	-5.7*
48	O=C1CCCC(O)=C1C=Nc1ccc2c(c1)oc1ccccc12	-0.47
27	Cc1cc(C)c(NC2=NS(=O)(=O)c3ccccc32)c(C)c1	0.025

The list goes on:
item	SMILES	Cav3 T inh
51	O=C(Oc1cc(-c2ccccc2)no1)c1ccc(Cl)cc1	-0.32
52	O=[N+]([O-])c1cccc(N=NN(CCO)c2cccc([N+](=O)[O-])c2)c1	-0.18
53	O=C1CCCC2=C1C(c1cccs1)n1ncnc1N2 (configuration not stated)	0.34
54	Cc1ccc(C)c(CN2CCCNC2=O)c1	0.77
55	O=C(CCN1C(=O)c2ccccc2S1(=O)=O)Nc1nc2c(s1)CCCC2	-2.3
56	COCCCNC(=O)CN(c1cc(Cl)cc(Cl)c1)S(C)(=O)=O	0.64
57	COc1ccc(NC(=O)CC2C(=O)N(c3cccc(OC)c3)C(=O)N2C2CCCCC2)cc1 (configuration not stated)	0.26
58	CCN(CC)C(=O)C1CCN(c2ncnc3c2cnn3-c2ccc(C)cc2C)CC1	2.3
59	CCOC(=O)N1CCC(NCCNC(=O)c2ccccc2Cl)CC1	-0.28
60	CCCC(CCC(=O)Nc1ccc(S(N)(=O)=O)cc1)C(=O)O (configuration not stated)	-0.084
61	CCOC(=O)Nc1cccc(C(=O)O)c1	0.41
62	COC(=O)[C@@H](NC(=O)NC1CCN(Cc2ccccc2)CC1)C(C)C	0.044
63	C=CCn1c(SCc2nnc(-c3ccccc3)o2)nnc1C(O)c1ccccc1 (configuration not stated)	0.066
64	CN1C(=O)CC(N2CCC(c3nc4ccccc4[nH]3)CC2)C1=O (configuration not stated)	0.95
65	Cc1cccc(C)c1NC(=O)c1c(C)nn(-c2ccccc2)c1Cl	3.3
66	C=CCn1c(COc2cccc(C)c2)nnc1SCC(=O)NC(=O)NCc1ccco1	-0.88
67	CC1CCCCN1c1nnc(N)s1 (configuration not stated)	0.13
68	O=C(NCc1cccnc1)C1CCN(S(=O)(=O)c2cccs2)CC1	-1.2
69	CC1(C)Cc2cccc(OCC(=O)Nc3cccnc3)c2O1	0.43
70	COc1ccc(/C=C/c2ccncc2)cc1OC	-0.043
71	Fc1ccc(CSc2nnc(Cc3sc(-c4ccccc4)nc3-c3ccccc3)o2)cc1	0.67
72	COc1cccc(N/C=C/C(=O)c2ccc(Br)cc2)c1	1.4
73	C[C@H]1CC[C@]2(O[C@@H](CCO)C[C@H](O)[C@H]2O)O1	0.0063
74	CC(C)(C)NC(=O)CN(C(=O)CNS(=O)(=O)c1ccccc1)c1ccc2c(c1)OCCO2	-1.4
75	O=C(Nc1ccccc1N1CCCCC1)c1ncoc1-c1ccc(F)cc1	-1
76	O=C1c2ccccc2C(=O)N1CCOCCN1C(=O)c2ccccc2C1=O	-0.041
77	O=C(NCc1cccs1)c1nc2ncccn2n1	-2.1
78	Cc1nc2c(-c3ccccc3)c(C)nn2c(C)c1CCC(=O)NC(C)CCc1ccco1 (configuration not stated)	-5.7*
79	CCC(=O)N1CCc2cc(Br)cc(S(=O)(=O)CCC(=O)NCCc3ccccc3)c21	0.59
80	O=C(Nc1ccccc1C(=O)OCC(=O)N1CCc2ccccc2C1)c1ccco1	-1.6
81	CC(C)C(=O)N1c2ccccc2NC2=C(C(=O)CCC2)C1c1ccc(N(C)C)cc1 (configuration not stated)	0.026
82	COc1ccc2nc(Nc3ccc4c(c3)OCO4)sc2c1	-0.41
83	O=[N+]([O-])c1ccc2nc(SCc3ccccc3Cl)sc2c1	-4.1*
84	O=S(=O)(c1ccc(Oc2ncnc3scc(-c4ccccc4)c23)cc1)N1CCOCC1	-2.9
85	N#C/C(=C\c1cc([N+](=O)[O-])c(N2CCCCC2)cc1N1CCCCC1)c1nn(-c2ccccc2)c(N)c1C#N	-0.64
86	COc1ccc2c(c1)Cc1sc(NC(=O)c3ccccc3)nc1-2	-1.3
87	CCC(=O)OCc1c(C(F)(F)F)nn(C)c1Oc1cccc(C(F)(F)F)c1	-5.1*
88	CC1=CC(C)C2C(=O)N(CCCN(C)C)C(=O)C2C1 (configuration not stated)	-0.13
89	C[C@@H]1CC=C[C@H]2[C@H]1C(=O)N(Cc1ccccc1)[C@H]2c1ccc2ccccc2c1/C=C/c1ccccc1	0.099
90	COc1ccc(CC(=O)Nc2ccc(S(=O)(=O)Nc3nc(C)cc(C)n3)cc2)cc1	0.16
91	CCCN(C(=O)c1cccs1)c1nnc(-c2ccncc2)s1	0.52
92	Cc1ccnc(Nc2nc3ccccc3o2)n1	0.63
93	CCN(CC)C(=O)C(=O)c1cccn1-c1cccc(-n2cccc2C(=O)C(=O)N(CC)CC)c1C#N	0.54
94	Cc1ccn2cc(CCNC(=O)C3CCCCC3)nc2c1	1
95	CC1=C(C(=O)Nc2ccccc2F)C(c2ccsc2)C2=C(CC(c3ccccc3)CC2=O)N1 (configuration not stated)	-6.5*
96	O=C(Nc1ccc(Cc2ccncc2)cc1)C1CC1	-1.2
97	Nc1c(N)c2ccccc2oc1=O	0.19
98	COc1nonc1NC(=O)CSc1nc2ccccc2[nH]1	0.62
99	CCN1C(=O)N[C@@H](c2ccc(Br)cc2)C(C(=O)OC)=C1C	0.29
100	CCN(CC)CCCNC(=O)c1cc(-c2cccc(Cl)c2)on1	0.084

Additional compounds.
item	SMILES	Cav3 T inh
101	CCn1c(SCC(=O)Nc2sc3c(c2C(N)=O)CCC(C)C3)nnc1-c1ccco1 (configuration not stated)	-1.1
102	CC1=CC(C)(C)N2C(=O)C3(C(C#N)=C(N)OC4=C3C(=O)CC(C)(C)C4)c3cccc1c32 (configuration not stated)	-0.32
103	CC1(C)CC(=O)C2=C(C1)Nc1ccccc1NC2c1ccc2c(c1)OCO2 (configuration not stated)	-0.039
104	Cc1cccc(NCCC(=O)c2ccc(Br)cc2)c1	-1.7
105	Cc1ccc(N(CC(=O)Nc2ccc3c(c2)OCCO3)S(=O)(=O)c2c(C)n[nH]c2C)cc1	-0.35
106	Cc1ccc(/C=N/N2CCN(c3ccc(Cl)cc3)CC2)o1	-0.83
107	CCOC(=O)c1sc(NC(=O)CSc2nnc(C(C)C)n2C)nc1C	-0.2
108	O=C(c1ccc(Cl)cc1)C1CCN(C(=O)C2CC2)CC1	0.81
109	Cc1ccccc1-n1c(SCc2c(C)noc2C)nnc1-c1c[nH]c2ccccc12	0.023
110	COc1cccc(C(=O)Nc2ccc(S(=O)(=O)Nc3onc(C)c3C)cc2)c1	-0.13
111	CCCC12CN3CC(C)(CN(C1)C3c1ccc(OC)cc1)C2=O (configuration not stated)	-0.42
112	CSCCC(NC(=O)OC(C)(C)C)C(=O)NC(CC(C)C)C(N)=O (configuration not stated)	-0.27
113	Cc1c(C(=O)NCc2ccccc2)cnn1-c1ccccc1	-0.007
114	Oc1ccc(Br)cc1-c1nc2cnccn2c1NC1CCCCC1	0.02
115	COc1cccc(-c2nc3n(n2)C(c2ccc4c(c2)OCO4)C(C(N)=O)=C(C)N3)c1 (configuration not stated)	1
116	CN1CC(=O)N(CC(=O)NCCc2ccc(F)cc2)c2ccccc2C1=O	-1.3
117	Cc1ccc(S(=O)(=O)NCCCCCC(=O)Nc2nccs2)cc1	-2.3
118	O=C(C1CC1)N1CCc2cc(Br)cc(S(=O)(=O)N3CCOCC3)c21	1.7
119	COc1ccc(OCC(O)COc2ccc(OC)cc2)cc1	-0.66
120	CN(C(=O)CCN1C(=O)C(C)(C)Nc2ccccc21)c1ccccc1	0.051
121	CCO[C@H]1OC(C(=O)N2CCN(C)CC2)=C[C@@H](C)[C@@H]1CCCO	0.24
122	COc1ccc(OC)c(N=c2oc3c(OC)cccc3cc2C(=O)NCc2ccco2)c1	-1.2
123	CCCN1CCN(CCCNC(=O)Cn2ncc3c4ccccc4n(C)c3c2=O)CC1	-0.02
124	C#CCOCCOCCOCCNc1nc(N2CCOCC2)nc(N2CCN(C(=O)[C@H](Cc3cc4ccccc4[nH]3)n3cc([C@@H](N)C(C)CC)nn3)CC2)n1 (some centres not stated)	0.02
125	CC(NC(=O)C1CCCO1)c1ccccc1 (configuration not stated)	0.14
126	Cc1cccc(NC(=S)NC(=O)c2cccs2)n1	0.39

Source: PubChem (Vanderbilt High Throughput Screening Facility)
